p97 ATPase inh: blocks human p97 ATPase activity | recombinant p97 ATPase, Kinase-Glo ATP luminescence, 3 h | inhibition, % at 8 µM | 0.42% of 220,000 active | P55072; in the data active = inhibition above about 15%;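 note: 0% = DMSO vehicle and 100% = wells lacking enzyme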
Target sequence (P55072 whole entry, looked up): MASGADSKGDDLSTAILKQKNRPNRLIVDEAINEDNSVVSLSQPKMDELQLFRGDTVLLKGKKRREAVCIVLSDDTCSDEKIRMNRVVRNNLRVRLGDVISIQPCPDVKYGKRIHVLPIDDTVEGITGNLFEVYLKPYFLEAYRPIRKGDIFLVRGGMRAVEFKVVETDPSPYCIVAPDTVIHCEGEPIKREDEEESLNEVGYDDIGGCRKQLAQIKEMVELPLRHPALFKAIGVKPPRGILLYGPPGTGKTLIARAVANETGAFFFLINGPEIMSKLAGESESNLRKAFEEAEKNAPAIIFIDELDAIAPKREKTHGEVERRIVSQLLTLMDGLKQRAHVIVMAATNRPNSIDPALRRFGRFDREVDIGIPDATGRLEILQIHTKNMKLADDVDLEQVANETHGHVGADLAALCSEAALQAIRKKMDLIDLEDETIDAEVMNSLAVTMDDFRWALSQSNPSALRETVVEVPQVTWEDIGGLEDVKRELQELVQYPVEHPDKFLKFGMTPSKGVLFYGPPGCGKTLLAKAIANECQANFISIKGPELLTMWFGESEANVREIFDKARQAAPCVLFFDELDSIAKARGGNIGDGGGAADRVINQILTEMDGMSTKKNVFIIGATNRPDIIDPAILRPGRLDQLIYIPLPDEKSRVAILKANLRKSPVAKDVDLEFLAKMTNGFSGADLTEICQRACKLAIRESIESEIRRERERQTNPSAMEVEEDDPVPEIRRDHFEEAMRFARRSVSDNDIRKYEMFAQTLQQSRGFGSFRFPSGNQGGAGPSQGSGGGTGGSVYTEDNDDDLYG
RBBP9 inh: human RBBP9 hydrolase inhibition. inhibition, % at 7.94 µM. recombinant RBBP9, FP-Rh probe fluorescence polarization. 0.2% of 220,000 active. O75884;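 active = inhibition above the campaign mean of all tested compounds plus 3 SD, cut at about 14% in these data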;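 note: plate controls were DMSO wells with RBBP9 for no effect and wells lacking RBBP9 protein for full effect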
Target sequence (O75884 whole entry, looked up): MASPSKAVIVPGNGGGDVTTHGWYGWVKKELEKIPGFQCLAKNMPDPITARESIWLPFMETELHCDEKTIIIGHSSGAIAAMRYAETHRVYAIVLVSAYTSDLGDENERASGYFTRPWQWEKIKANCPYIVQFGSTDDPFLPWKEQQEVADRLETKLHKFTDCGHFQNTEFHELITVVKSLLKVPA
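System: RBBP9 protein | Quantity: 2.5 µM RBBP9 dispensing solution, before mixing | Reagent: FP-Rh probe, 375 nM dispensing solution | Timing: Enzyme-compound preincubation 30 min, then probe labeling 45 min, 25 °C | Measured by: Fluorescence polarization | Read-out: % inhibition | Replication: One well per compound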
PGE2 EP2 inh: inhibitors of human EP2 prostaglandin E2 receptor | P43116 | C6 glioma cells expressing human EP2, cAMP TR-FRET; cells stimulated with saturating PGE2 | inhibition, % at 25 µM | 0.52% of 260,000 active;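 active = percent inhibition above 40 after rounding to a whole number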;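 note: rat C6 glioma host cells with rolipram phosphodiesterase inhibitor present; the protocol text gives 20 µM as final concentration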
BaF3 parental: reduces parental Ba/F3 cell viability, JAK2V617F counter-screen; inhibition, % at 5.6 µM; 1.1% of 220,000 active; CellTiter-Glo ATP luminescence;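 active = inhibition above a per-campaign cutoff, the mean inhibition of all tested compounds plus 3 SD, cut at about 27% in these data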;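 note: 0% = DMSO wells and 100% = JAK Inhibitor I control wells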
Furin inh: human furin inhibition. purified furin, fluorogenic substrate cleavage. inhibition, % at 30 µM. 0.061% of 220,000 active. AID 463115; in the data active = inhibition above about 25%; note: inactives centre near -15
Tb hexokinase: T. brucei hexokinase 1 inhibition; recombinant TbHK1, G6PDH-coupled NADH A340; inhibition, % at 10 µM; 0.11% of 220,000 active;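 active = inhibition of 50% or more in the single-dose primary screen; inactive = inhibition below 50%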
NCF1 inh: p47phox (human) inhibition; P14598; 0.53% of 220,000 active; inhibition, % at 24.7 µM; p47phox/p22phox peptide binding, fluorescence polarization, 2 h;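 active = inhibition above about 30%, limit read from the data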;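 note: 0% = p47phox with labelled peptide and 100% = labelled peptide alone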
Ba/F3 V617F tox: loss of viability in JAK2V617F-driven Ba/F3 cells; Ba/F3 EpoR-JAK2V617F viability, ATP luminescence; inhibition, % at 5.6 µM; 1.1% of 220,000 active; AID 1446;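 active = inhibition above the campaign mean plus 3 SD over all tested compounds, cut at about 24% in these data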;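 note: cytokine-independent growth of Ba/F3 cells driven by EpoR plus mutant JAK2; 0% = DMSO-treated cells and 100% = JAK inhibitor I control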
PPC-1+TRAIL kill: kills PPC-1 cancer cells in the presence of TRAIL. cell killing (% activity), % at 4 µM. PPC-1 cells + TRAIL, ATPLite viability luminescence. AID 1443. 0.41% of 220,000 active;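 active = cell killing above 50% in the first pass at 4 µM, then a duplicate retest at 5 µM averaging 50% or more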;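 note: plate controls were cells with TRAIL plus DMSO for no effect and medium-only wells lacking cells for full effect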
Starred values were filed as active, the others as inactive; nt = no result given; & = joins results of further samples; [ ] = another dose, or the depositor's remark. The list is partial; rates above refer to the full screens.

SMILES	p97 ATPase inh	RBBP9 inh	PGE2 EP2 inh	BaF3 parental	Furin inh	Tb hexokinase	NCF1 inh	Ba/F3 V617F tox	PPC-1+TRAIL kill
CCC(=O)Nc1c(C)c(CC)nc2ccccc12	-4	-9	6	-1	-20[20 µM]	-4	-4	-1	17
O=C1[C@@H]2Cc3ccccc3CN2C(=O)N1c1cccc(F)c1	0	4	7	0	-12	-2	-11	4	10
CC1(C)CC(c2nc(-c3ccc(Cl)cc3)cs2)CCS1 (stereo unspecified)	18*	-4	14	3	-13[20 µM]	1	-8	-2	-8
c1ccc(Oc2cc(-c3ccccc3)nc(-c3ccccc3)n2)cc1	-2	0	15	4	-10	22	-8	-1	24
O=C(CSc1nc2ccccc2c(=O)n1NC(=O)c1ccccc1)c1ccccc1	-3	2	4	6	12[20 µM]	-8	-17	2	11
COC(=O)c1cnn(-c2cc(Oc3cccc(C)c3)ncn2)c1N	-1	-3	4	3	-5[20 µM]	-7	-5	-1	31
CC1(C)Cc2c(sc(NC(=O)C3CC(Cl)=CCC3C(=O)O)c2C#N)CO1 (stereo unspecified)	-3	3	8	4	-19	-11	-3	1	-18
CCC(CC)C1C(C#N)=C(N)Oc2cc(C)oc(=O)c21 (stereo unspecified)	-4	-7	8	8	-10[20 µM]	-8	-1	1	13
NS(=O)(=O)c1ccc(NC(=O)C2CCCO2)cc1 (stereo unspecified)	4	3	14	1	-14[20 µM]	-5	-7	-4	13
CC1(C)C(=O)Nc2ccccc2N1C(=O)COc1ccc(S(=O)(=O)N2CCOCC2)cc1Cl	2	-7	17	4	-23	-2	-12	-2	-19
O=c1c2c3nc4ccccc4nc3n(/N=C/c3ccncc3)c2ncn1-c1ccccc1	5	-10	1	0	-9	-40	-21	-2	14
CN(C)c1ccnc(NCc2ccccc2)c1C#N	0	-4	8	0	-19[20 µM]	-9	6	-1	7
O=C(COC(=O)/C=C/c1cccc([N+](=O)[O-])c1)NCC1CCCO1 (stereo unspecified)	0	-1	4	8	-23	3	0	4	12
O=c1c2ccccc2nc2sc3ccccc3n12	2	6	13	2	12[20 µM]	-14	-4	-4	5
O=c1cc(O)nc(SCc2ccccc2)n1-c1ccccc1	4&0	-3&-1	2&10	0&2	-13	2&5	-18&-20	-1&-4	24&8
CCOc1ccccc1-n1nnnc1SCC(=O)Nc1cc2oc3ccccc3c2cc1OC	1	-6	7	5	-18[20 µM]	-22	-34	7	-4
COc1ccc(OCCn2cc(/C=C(\C#N)C(=O)NCc3ccco3)c3ccccc32)cc1	-1	-12	8	4	-19	0	-32	1	1
COc1cc(/C=C(/C#N)c2nc3ccccc3[nH]2)ccc1OC(=O)c1ccco1	0	-3	7	2	-6[20 µM]	-14	-29	-2	10
COc1ccc(CNC(=O)/C=C/c2cc3c(cc2Br)OCO3)cc1	1	-8	10	-1	-19[20 µM]	-10	-8	0	19
O=c1c2cc(N3CCOCC3)ccc2[nH]c(=S)n1CCCN1CCN(c2ccccc2F)CC1	1	-7	4	7	0	-4	6	0	0
Cc1ccc(SCCc2cc[n+](CC(=O)c3ccccc3)cc2)cc1	-4	-10	8	9	-7	11	-1	6	13
O=C(NCc1ccc(Cl)cc1)C(=O)NCC1OCCN1S(=O)(=O)c1cccs1 (stereo unspecified)	1	-15	8	3	-16	-4	-15	2	-7
CC(C)NC(=O)NC(=O)COC(=O)/C=C/c1ccccc1[N+](=O)[O-]	-1	7	4	11	-21	2	-5	3	7
COc1ccccc1C(c1nnnn1CS(=O)(=O)c1ccc(C)cc1)N1CCSCC1 (stereo unspecified)	-3	-5	21	8	-9	9	-3	5	9
Cc1cc[n+](CC(=O)Nc2nc3ccccc3s2)cc1	1	4	2	7	-2	-4	-3	1	9
O=C(Nc1ccc(-c2csc(Nc3cccc(C(F)(F)F)c3)n2)cc1)c1cc([N+](=O)[O-])cc(C(F)(F)F)c1	nt	nt	6	nt	-31	-41	-2	nt	2
COc1ccc(/C=N/OC/C(O)=C(\C#N)c2nc3ccccc3[nH]2)cc1	3	-1	8	1	-3[20 µM]	-8	-8	-2	3
COc1ccccc1C1=Nn2c(COc3ccccc3)nnc2SC1	1	0	5	5	-24	-1	-7	0	-16
CCOC(=O)c1sc(NCC2CCCO2)nc1C (stereo unspecified)	-3	-7	6	6	-20[20 µM]	-3	-4	3	3
O=C(Oc1ccccc1/C=C\C(=O)c1cc2ccccc2o1)c1cccc(F)c1	6	-5	10	3	-7	-8	-20	-3	-3
Cn1c(SCC(=O)Nc2ccc(Cl)cc2)nc(O)cc1=O	2	-14	8	1	-15	-9	-37	-1	-8
CCOC(=O)c1cnc2c(N=Nc3ccccc3)c(N)nn2c1N	-4	-7	8	9	-1[20 µM]	3	-10	6	58*[5 µM]
CCOC(=O)C1CCCN(CC(=O)Nc2c(C(=O)OC)[nH]c3ccc(Cl)cc23)C1 (stereo unspecified)	-4	2	12	7	-15	-8	-11	4	9
N#CCCn1c(SCC(=O)NCCc2ccc(F)cc2)nc2ccccc21	0	8	7	5	-11	8	-6	0	-3
Cc1occc1C(=O)NNC1=CC(=O)CC(C)(C)C1	2	-1	9	6	-12	29	-16	-3	14
COc1cccc(NC(=O)Nc2ccc3c(c2)nc(C)n3C)c1	-9	-7	4	7	-8	2	-6	5	75*[5 µM]
O=C(Cc1ccccc1)N/N=C/c1ccccc1Cl	2	-8	12	6	-26[20 µM]	3	-4	-1	4
CCCc1nc2sc3c(c2c(=O)[nH]1)CCCC3	8	-4	26&9	6	-26	2	0	-1	38
CSc1ccccc1-c1nnc(-c2ccc(C)cc2)o1	-5	5	14	1	2[20 µM]	-9	-21	-3	47
O=C(Nc1ccccc1-c1ccccc1)C1CCCN(c2ncccn2)C1 (stereo unspecified)	6	3	2	1	-2	-3	-3	-6	20
Cc1ccc(NC(=O)CC2Oc3ccc(C)cc3NC2=O)cc1 (stereo unspecified)	8	-6	6	7	2	-2	-6	-4	-10
CCN(CC)S(=O)(=O)c1cc(C(=O)O)ccc1OC	-1	-6	4	1	-7	2	-3	2	-7
O=C(NCCN1CCOCC1)C1CCC(=O)N1Cc1ccccc1Cl (stereo unspecified)	1	-4	11	5	-24[20 µM]	-7	0	-2	-4
Cc1ccc(/C=C/C(=O)N2CCN(c3cccc(C(F)(F)F)c3)CC2)cc1	1	-7	5	7	-17	1	-5	0	12
Cc1nc(NC(=O)COc2ccc(Cl)cc2)sc1C(=O)N(C)C	5	13	3	9	-22	-14	-1	2	11
CN(C)S(=O)(=O)c1ccc(C(=O)NCC(=O)N/N=C/c2ccccc2Cl)cc1	1	-1	2	1	-9	-5	6	-1	26
NS(=O)(=O)c1ccc2ccccc2c1	10	-5	11	-1	-8	-3	-6	-4	18
NS(=O)(=O)c1cc(C(=O)OCC(=O)Nc2ccc(N3CCCCC3)cc2)ccc1Cl	-11	-12	19	-5	-9	-7	-16	4	20
Cn1nc(N)nc1N1CCN(c2ccc(F)cc2)CC1	2	6	0	9	-8	-6	-7	2	14
O=C(NC1CCN(C(=S)NCc2ccco2)CC1)C12CC3CC(CC(C3)C1)C2	-10	-6	9	1	-8[20 µM]	1	-4	3	10
CNC(=S)NNC(=O)c1cn(C)nc1C	4	-7	10	7	-31	-1	-5	1	2
CC1(C)C2CCC(C2)C1(C)NC(=O)CNCc1cccs1 (stereo unspecified)	1	-3	16&2	3	-24	-5	1	-3	1
CN1CCN(C(CC(=O)Nc2cccc(O)c2)C(=O)O)CC1 (stereo unspecified)	3	5	2	6	-25	1	9	-1	5
CC(C)(C)NC(=O)COC(=O)/C=C/c1ccc(F)cc1	8	-6	5	6	-19	5	-9	-1	2
COc1cc(-c2nc(C)c(C(C)=O)n2O)ccc1OCC(=O)Nc1ccc(Cl)cc1	-1	-12	7	12	-23	-13	-15	5	nt
O=C(Nc1ccc(Br)cc1)c1ccccc1CC[N+](=O)[O-]	0	1	12	0	-3[20 µM]	6	-15	-4	-2
CC(=O)Nc1cccc(OCC(=O)NC(C)C(C)C)c1 (stereo unspecified)	-2	-1	4	1	1[20 µM]	-5	-16	-1	14
COc1cccc(C2C(C(N)=O)=C(C)Nc3nc(-c4ccccc4Cl)nn32)c1 (stereo unspecified)	8	-1	6	6	-28	1	-19	-1	0
Cc1nc2nc(CSc3nnc(C)s3)cc(=O)n2[nH]1	6	-7	14	3	-28	-1	-13	-1	0
CC(C)(C)OC(=O)NCCCCCc1nnc(SCc2ccccc2F)o1	-1	8	9	6	-12	-11	-5	-4	0

Later entries
SMILES	p97 ATPase inh	RBBP9 inh	PGE2 EP2 inh	BaF3 parental	Furin inh	Tb hexokinase	NCF1 inh	Ba/F3 V617F tox	PPC-1+TRAIL kill
CC1CCCCC1NC(=O)CCCCCn1c(=S)[nH]c2ccccc2c1=O (stereo unspecified)	0	-8	1	8	-11	-6	-4	5	23
Cc1ccc(OCCOCCn2cnc3ccccc3c2=O)c([N+](=O)[O-])c1	0	6	3	4	-9	29	-3	-2	0
Cc1ccc2nc(-c3cccnc3)cc(C(=O)N3CCN(c4ccc([N+](=O)[O-])cc4)CC3)c2c1	-2	-7	17	1	-9	-10	-4	0	20
CCOc1cc(/C=N/n2c(C)nnc2C)ccc1O	2	-5	7	0	-15	-81	-4	2	7
CC(C)(C)NC(=O)CN(C(=O)C1CSC(=O)C1)c1ccc2c(c1)OCCO2 (stereo unspecified)	2	-2	10	1	-21[20 µM]	2	-12	-1	24
CCOC(=O)C1=NNC(C(=O)c2ccc(C)cc2)C1c1ccc(OC)cc1 (stereo unspecified)	-1	7	9	7	-30[20 µM]	-6	-8	0	8
COc1ccc(C=O)cc1Cn1ccnc1	4	-7	10	5	-28	-1	-1	-3	-7
CC(C)N(Cc1nc(-c2ccccc2)no1)C(=O)CN1C(=O)c2ccccc2C1=O	-1	-5	10	0	-27[20 µM]	4	-5	-4	17
Cn1nc(C(=O)N2CCCC2)c2ccccc2c1=O	4	-2	5	0	-20[20 µM]	4	6	-4	6
CCN(CC)C(=O)n1nc(C)c(CN2C(=O)c3ccccc3C2=O)c1C	-8	-4	6	3	-19[20 µM]	-4	nt	1	nt
COc1ccc2[nH]c(=O)c(COC(=O)c3ccco3)cc2c1	3	-6	nt	-1	-16[20 µM]	-3	-16	0	0
O=[N+]([O-])c1ccc2nc(-[n+]3c(-c4ccccc4)cc(-c4ccccc4)cc3-c3ccccc3)[nH]c2c1	-8	-15	9	9	14	-12	-9	4	22
CC1=[N+](CC(=O)NC(C)(C)C)CCc2ccccc21	-1	-7	5	0	-8	-9	-2	0	23
CCOc1ccccc1N1CCN(C(=S)NCc2ccc(Cl)cc2)CC1	2	2	14	4	-18	3	-11	2	3

Source: PubChem (several laboratories)
